Pin1 inh – qHTS Assay to Find Inhibitors of Pin1. Peptidyl-prolyl cis-trans isomerase NIMA-interacting 1 (Homo sapiens), Q13526. Pin1 FP peptide displacement, HiFluor488, 10 min. Potency, µM (series often up to 115 µM), inactives show at the highest dose activity, negative = inhibition, usual class: inhibitors. hit rate 0.009% among 390,000; active = well fitted inhibition curve with a large enough effect in the polarisation, with a control signal flat, not every such curve was filed as active; inconclusive = small, poorly fitted or top-dose-only effect, or effect the other way, or a change in a side signal; inactive = no such curve, though single readings can be large or run the other way; the % refers to the polarisation; also: potency is read from the fitted curve at half-maximal effect; % is scaled to controls: 0 for no effect and ±100 for the full control effect
PI4K2A block – qHTS for small molecular inhibitors of PI4K2A; purified PI4K2A, ADP-Glo luminescence, 1 h; hits give low values; activity change, negative = inhibition, % at 76.9 µM; hit rate 0.13% among 420,000; AID 1346378, 2018; in the data active = activity change below about -50%; inconclusive = mostly about -30% to -49%;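 also: -100% = wells without enzyme as full effect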
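Compounds are screened against recombinant PI4K2A using PI as substrate and ATP, the latter dispensed at 300 microM. Reactions run one hour at ambient temperature before ADP-Glo detection; full inhibition defined by wells lacking enzyme.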
BAZ2B block – qHTS Assay for Inhibitors of BAZ2B; hit rate 4.4% among 360,000; AlphaScreen BAZ2B-H3K14Ac peptide displacement; AID 504333, 2011; Bromodomain adjacent to zinc finger domain protein 2B (Homo sapiens), Q9UIF8; Potency, µM (doses to about 114 µM), for the others: at the highest dose activity change, negative = inhibition, usual class: inhibitors; also: potency is read from the fitted curve at half-maximal effect; % is scaled to controls: 0 for no effect and ±100 for the full control effect; nearly all actives have a fitted effect of over 60% in size
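AlphaScreen luminescence quantifies BAZ2B engagement of H3K14Ac peptide; the protein and biotinylated peptide are both at 50 nM final, buffer PBS pH 7.4 with 0.01% Tween-20, all steps at room temperature.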
JMJD2A Tudor – qHTS Assay for Inhibitors of JMJD2A-Tudor Domain | hit rate 4.4% among 390,000 | Potency, µM (titrated, usually from 114 µM), without a hit: at the highest dose activity change, negative = inhibition, hits mostly inhibitors | AID 504339, 2011 | AlphaScreen JMJD2A-Tudor / H3K4me3 peptide binding | Lysine-specific demethylase 4A (Homo sapiens), O75164; also: potency is read from the fitted curve at half-maximal effect; % is scaled to controls: 0 for no effect and ±100 for the full control effect; nearly all actives have a fitted effect of over 50% in size
Target sequence (O75164 whole entry, looked up, the tested form may be a part): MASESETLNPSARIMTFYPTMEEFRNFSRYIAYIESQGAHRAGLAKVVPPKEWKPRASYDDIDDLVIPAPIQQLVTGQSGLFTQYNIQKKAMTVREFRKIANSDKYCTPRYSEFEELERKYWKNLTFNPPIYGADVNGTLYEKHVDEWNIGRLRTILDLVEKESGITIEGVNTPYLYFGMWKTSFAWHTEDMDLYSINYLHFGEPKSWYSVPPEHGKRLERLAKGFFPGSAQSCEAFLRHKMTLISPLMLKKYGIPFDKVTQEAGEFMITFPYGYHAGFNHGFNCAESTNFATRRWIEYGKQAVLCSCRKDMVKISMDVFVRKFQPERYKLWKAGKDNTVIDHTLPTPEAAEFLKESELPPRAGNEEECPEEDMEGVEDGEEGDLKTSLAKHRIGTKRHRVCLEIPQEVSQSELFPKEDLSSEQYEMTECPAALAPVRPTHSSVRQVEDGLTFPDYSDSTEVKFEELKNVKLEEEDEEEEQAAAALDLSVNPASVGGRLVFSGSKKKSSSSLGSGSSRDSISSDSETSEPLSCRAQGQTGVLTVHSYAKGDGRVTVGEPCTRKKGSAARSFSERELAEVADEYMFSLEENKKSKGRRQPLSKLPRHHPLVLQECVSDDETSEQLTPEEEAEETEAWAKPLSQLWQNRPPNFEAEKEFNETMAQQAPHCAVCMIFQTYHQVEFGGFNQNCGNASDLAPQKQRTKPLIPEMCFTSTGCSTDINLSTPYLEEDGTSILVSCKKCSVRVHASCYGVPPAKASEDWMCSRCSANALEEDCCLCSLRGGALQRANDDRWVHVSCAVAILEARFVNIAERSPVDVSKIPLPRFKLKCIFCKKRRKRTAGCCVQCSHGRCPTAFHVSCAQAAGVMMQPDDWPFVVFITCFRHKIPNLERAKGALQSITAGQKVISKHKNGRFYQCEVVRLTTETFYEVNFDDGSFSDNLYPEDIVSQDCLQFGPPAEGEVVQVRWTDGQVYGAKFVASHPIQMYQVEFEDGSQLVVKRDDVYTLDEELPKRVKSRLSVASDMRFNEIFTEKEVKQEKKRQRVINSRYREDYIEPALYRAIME
GLS inhibitor – qHTS for Inhibitors of Glutaminase (GLS); Glutaminase kidney isoform, mitochondrial (Homo sapiens), O94925; GLS enzymatic activity, qHTS titration; Potency, µM (top dose mostly 45.5 µM), for the others: top-dose activity change, negative = inhibition, hits mostly inhibitors; hit rate 0.21% among 410,000; also: potency is read from the fitted curve at half-maximal effect; % is scaled to controls: 0 for no effect and ±100 for the full control effect
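Coupled fluorescence readout: glutamate oxidase/HRP/Amplex Red detect glutamate formed by hKGA from L-glutamine (1 mM solution added). Buffer 45 mM KH2PO4 pH 8.2, 0.02% Tween-20; reads at t0 and 30 min RT.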
ERG-DNA inh – qHTS for Small Molecule Inhibitors of the ERG Ets/DNA interaction | fluorescence polarization, His-ERG Ets domain / labelled DNA | AID 624246, 2012 | Potency, µM (highest dose often 76.9 µM), without a hit: top-dose FP activity, negative = inhibition, usual class: inhibitors | hit rate 0.028% among 370,000; active = well fitted inhibition curve with a large enough effect in the polarisation, with a control signal flat; inconclusive = small, poorly fitted or top-dose-only effect, or effect the other way, or a change in a side signal; inactive = no such curve, though single readings can be large or run the other way; the % refers to the polarisation;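 also: polarization taken with two DNA probes labelled with fluorescein and Texas red; potency is read from the fitted curve at half-maximal effect; % of control where 0% means no effect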
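His-tagged ERG Ets domain (1 uM in the protein solution; 300mM KCl, 50mM Tris-HCl, 1mM EDTA, 1mM DTT, pH 7.5) received compound, then a probe mix of 5 nM fluorescein-DNA and 100nM Texas-615-DNA. Fluorescence polarization was read for both dyes.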
G9a block – qHTS Assay for Inhibitors of Histone Lysine Methyltransferase G9a. G9a H3K9 monomethylation, AlphaScreen, 2 h. hit rate 8.8% among 350,000. Histone-lysine N-methyltransferase EHMT2 (Homo sapiens), Q96KQ7. Potency, µM (titrated, usually from 102 µM), for inactives: at the highest dose activity, negative = inhibition, usual class: inhibitors; also: potency is read from the fitted curve at half-maximal effect; % is scaled to controls: 0 for no effect and ±100 for the full control effect; nearly all actives have a fitted effect of over 75% in size
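Readings reflect AlphaScreen signal from monomethyl-H3K9 antibody detection. HMT at 20 nM; substrate b-H3K9 500 nM; cofactor SAM 20 uM; 2 h RT reaction; compounds tested as titrations in qHTS with 15 min preincubation.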
HP1b chromo inh – HTS for Inhibitors of HP1-beta Chromodomain Interactions with Methylated Histone Tails; Chromobox protein homolog 1 (Homo sapiens), P83916; AlphaScreen HP1-beta / biotin-H3K9me3 peptide binding; Potency, µM (highest dose often 114 µM), inactives show at the highest dose activity change, negative = inhibition, most hits filed as inhibitors; hit rate 0.56% among 390,000; AID 540317, 2011; also: potency is read from the fitted curve at half-maximal effect; nearly all actives have a fitted effect of over 70% in size; inactives centre near 23
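Compound inhibition of the preformed complex between 50 nM HP1-beta and 50 nM biotinylated H3K9me3 peptide was read by AlphaScreen. Buffer was PBS pH 7.4 with 0.01% Tween-20. Incubations ran 30 min at room temperature, with 10 ug/mL donor/acceptor beads.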
Tb PGK inh – qHTS Assay to Find Inhibitors of Phosphoglycerate Kinase | Phosphoglycerate kinase, glycosomal (Trypanosoma brucei brucei), P07378 | PGK/GAPDH coupled, Kinase-Glo luminescence, 60 min | Potency, µM (highest dose often 57.5 µM), for the others: at the highest dose activity change, negative = inhibition, hits mostly inhibitors | hit rate 0.043% among 380,000 | AID 602233, 2012; also: potency is read from the fitted curve at half-maximal effect; % is scaled to controls: 0 for no effect and ±100 for the full control effect; nearly all actives have a fitted effect of over 60% in size
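Recombinant glycosomal PGK reaction used 1,3-bisphosphoglycerate generated in-well by GAPDH (100nM final) in 100mM TEA pH 7.6, 5mM MgCl2, 0.01% Tween-20. After 60 minutes at room temperature, ATP was read by Kinase-Glo Plus luminescence end-point.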
Numbers without * were called inactive; i = inactive; ? = inconclusive; nt = no result given; & = joins results of further samples; [ ] = another dose, or the depositor's remark. Unless noted, calls follow the shape of the dose curve; as a rule, active = well fitted curve in the direction sought with a large enough effect; inconclusive = small, poorly fitted or top-dose-only effect, or another doubt; inactive = no such curve, though single readings can be large; an effect the other way counts as inactive or inconclusive.

SMILES | Pin1 inh | PI4K2A block | BAZ2B block | JMJD2A Tudor | GLS inhibitor | ERG-DNA inh | G9a block | HP1b chromo inh | Tb PGK inh
O=C(/C=C/c1ccc(O)c(O)c1)OC1C(O)CC(OC(=O)/C=C/c2ccc(O)c(O)c2)(C(=O)O)CC1O (stereo unspecified) | 1% | 2 | -10% | 22µM* | ? | -9% | 32µM* | 30% | -14%
CCOC(=O)c1ccc(NC(=O)Cn2c(-c3nonc3N)nc3ccccc32)cc1 | 26% | 0 | -16% | ? | -19% | -1% | 0% | ? | -7%
CC(C)(C)OC(=O)N1CCCC(C(=O)Nc2cccc(C(=O)NCCCc3ccccc3)c2)C1 (stereo unspecified) | -4% | 0 | nt | -17% | 12% | 11% | nt | 34% | -7%
CC1(O)c2ccccc2C(=O)N1Cc1ccccc1 (stereo unspecified) | -3% | 1 | -4% | 10% | -3% | 7% | ? | 34% | -6%
COc1ccc(Cl)cc1C(=O)OCC(=O)Nc1sccc1C(N)=O | 8% | 7 | nt | -14% | 26% | 1% | nt | 28% | i
Nc1nc(CN2CCN(c3ccccc3F)CC2)nc(N2CCCc3ccccc32)n1 | -3% | -4 | 50µM* | ? | 2% | 4% | ? | 3% | -5%
Cc1cc(C)c2cc(CN(Cc3ccc4c(c3)OCO4)Cc3nnnn3Cc3ccco3)c(=O)[nH]c2c1 | ? | -6 | -7% | -35% | -6% | -3% | -8%[12.7 µM] | 0% | -5%
CN(C1CC(C)(C)NC(C)(C)C1)S(=O)(=O)CC12CCC(CC1=O)C2(C)C (stereo unspecified) | 1% | -2 | -3% | -11% | -1% | 11% | -3% | 22% | -10%
O=c1[nH]c(-c2ccncc2)nc2ccccc12 | -1% | 13 | -8% | ? | -12% | -4% | 8.9µM* | ? | -7%
COc1ccc(OC)c(C2=NOC(C(=O)Nc3c(C)n(C)n(-c4ccccc4)c3=O)C2)c1 (stereo unspecified) | 7% | -7 | 5% | -10% | 13% | 0% | 6%[12.7 µM] | 28% | -6%
CCCCCCCCN1[C@@H](CC(=O)O)c2ccc(C(F)(F)F)cc2S1(=O)=O | ? | 7 | nt | -21% | 1% | -7% | nt | 27% | i
Cc1ccc(C(=O)N(CC(=O)NC2CCCC2)c2ccc(F)cc2)s1 | 1% | 0 | 2% | 1% | -11% | 4% | -3% | 36% | -6%
COc1cccc(NC(=O)CN(C)C(=O)c2ccc(N3CCOCC3)c([N+](=O)[O-])c2)c1 | 1% | 4 | -16% | -13% | 1% | -13% | ? | -2% | 7%
NC(=O)c1ccccc1NC(=O)COc1ccc(Cl)cc1 | 4% | 8 | -16% | 4% | 2% | 15% | 10%[12.7 µM] | 16% | i
COC(=O)/C=C1/SC(=NC(=O)c2ccc(F)cc2)NC1=O | 5% | 3 | -13% | -12% | 19% | 1% | ? | 15% | 2%
COc1cccc(NC(=O)CSc2nccn2C2CCCC2)c1 | ? | -3 | ? | -26% | 6% | -8% | -22%[59 µM] | 12% | i
O=C(CCC(=O)Nc1ccccc1)NNS(=O)(=O)c1ccc(Cl)cc1 | 0% | 8 | -19% | ? | 14% | 1% | 6.3µM* | 28% | -5%
NC(=O)C1(Nc2ccc(C(=O)O)cc2)CCCC1 | -4% | 2 | nt | -17% | 7% | 4% | nt | 28% | -8%
C/C(=N\O)c1sc(-c2ccccc2)nc1C | -3% | -8 | -2% | -14% | 9% | -1% | 23%[12.7 µM] | 34% | i
CN1CCN(CC(=O)n2c3c(c4ccccc42)CCCC3)CC1 | -2% | -19 | ? | 56µM* | 4% | 2% | 40µM* | -9% | -4%

Exported in markdown: part of the list above.
| Molecule | Pin1 inh | PI4K2A block | BAZ2B block | JMJD2A Tudor | GLS inhibitor | ERG-DNA inh | G9a block | HP1b chromo inh | Tb PGK inh |
| --- | --- | --- | --- | --- | --- | --- | --- | --- | --- |
| CCCCCCCCN1[C@@H](CC(=O)O)c2ccc(C(F)(F)F)cc2S1(=O)=O | ? | 7 | nt | -21% | 1% | -7% | nt | 27% | i |
| Cc1ccc(C(=O)N(CC(=O)NC2CCCC2)c2ccc(F)cc2)s1 | 1% | 0 | 2% | 1% | -11% | 4% | -3% | 36% | -6% |
| COc1cccc(NC(=O)CN(C)C(=O)c2ccc(N3CCOCC3)c([N+](=O)[O-])c2)c1 | 1% | 4 | -16% | -13% | 1% | -13% | ? | -2% | 7% |
| NC(=O)c1ccccc1NC(=O)COc1ccc(Cl)cc1 | 4% | 8 | -16% | 4% | 2% | 15% | 10%[12.7 µM] | 16% | i |
| COC(=O)/C=C1/SC(=NC(=O)c2ccc(F)cc2)NC1=O | 5% | 3 | -13% | -12% | 19% | 1% | ? | 15% | 2% |
| COc1cccc(NC(=O)CSc2nccn2C2CCCC2)c1 | ? | -3 | ? | -26% | 6% | -8% | -22%[59 µM] | 12% | i |
| O=C(CCC(=O)Nc1ccccc1)NNS(=O)(=O)c1ccc(Cl)cc1 | 0% | 8 | -19% | ? | 14% | 1% | 6.3µM* | 28% | -5% |

The list goes on:
SMILES | Pin1 inh | PI4K2A block | BAZ2B block | JMJD2A Tudor | GLS inhibitor | ERG-DNA inh | G9a block | HP1b chromo inh | Tb PGK inh
Cc1cccc(C(=O)C2CCN(S(=O)(=O)c3ccc(C(=O)O)cc3)CC2)c1 | 4% | -1 | -18% | 9% | ? | 5% | -9% | 19%[57 µM] | 7%
Cc1cc(C)nc(SCc2ccc(C(=O)N/N=C/c3ccccn3)cc2)n1 | 0% | 2 | -32% | -24% | -14% | -2% | -36% | 19% | 1%
Cc1ccc(OCCC(=O)N(CCC(C)C)c2c(N)n(Cc3ccccc3)c(=O)[nH]c2=O)cc1 | 4% | -2 | 2% | -10% | 2% | 2% | -1% | 20% | -9%
O=C(O)CC1(CC(=O)Nc2ccc(Br)cc2)CCCCC1 | 0% | 0 | 13% | -12% | 6% | 3% | ? | 13% | -4%
O=C(CNS(=O)(=O)c1cccc(Cl)c1)Nc1ccc(-c2nc3ccccc3s2)cc1 | 0% | -2 | -2% | 1% | 18% | 0% | 3% | 12% | -2%
CCOC(=O)c1c(NC(=O)COC(=O)c2ccncc2)sc(C)c1C | -1% | 2 | -22% | -13% | 1% | -7% | -31% | 4% | -4%
O=C(NCc1ccncc1)c1ccc(Cn2cc(C(F)(F)F)ccc2=O)cc1 | 3% | 0 | -2% | -2% | 9% | 1% | -7% | 8% | -1%
C=CCN1CCN(C(c2ccc(Cl)cc2)c2nnnn2CCc2ccc(OC)c(OC)c2)CC1 (stereo unspecified) | -6% | 3 | -6% | 1% | -11% | -13% | -38%[59 µM] | 73%[activator] | -8%
COc1ccc(C2/C(=C(/O)c3ccccc3)C(=O)C(=O)N2CC(C)O)c(OC)c1 (stereo unspecified) | -10% | 1 | -25% | 18µM* | -1% | 5% | ? | 11% | -3%
Cc1cccc(-c2nnc3sc(-c4ccccc4C)nn23)c1 | 1% | 0 | 2% | -5% | 10% | -7% | 16% | 46%[activator] | -4%
CCC(=O)Nc1ccc(/C=C(\C(C)=O)C(=O)c2ccccc2)cc1 | 4% | -9 | -12% | -12% | 1% | 8% | nt | 1% | 5%
C=CCn1c(SCC(=O)Nc2ccc(F)cc2)nnc1-c1cnccn1 | 0% | 5 | 1% | -7% | 8% | 13% | 21% | 37% | -3%
Oc1ccccc1-c1nnco1 | -3% | 3&0 | nt | -4% | 2% | nt | nt | 51%[activator] | -1%
CCOC(=O)/C(C#N)=C/C1=C(N2CCCC2)CC(C)(C)OC1 | -1% | 0 | -2% | 0% | 8% | 10% | 18%[12.7 µM] | 35% | 1%
COc1ccc(CSC2=NCCN2)cc1Cl | -3% | -8 | 12% | -8% | -1% | 8% | 6% | 11% | -4%
CC(C)c1ccc(C2OCCCO2)cc1 | -5% | -5 | nt | 2% | 3% | -11% | nt | 28% | 1%
CCOC(=O)C1=C(SCC(=O)Nc2ccccc2)NC(=O)C(C#N)C12CCCCC2 (stereo unspecified) | -2% | 2 | nt | -28% | 20% | -8% | 3%[59 µM] | 26% | -13%
CC1(C)OC1(C#N)c1ccccc1 (stereo unspecified) | -5% | -7 | nt | -5% | 3% | -5% | nt | 5% | -8%
COc1ccc(NC(=O)N(C)C[C@H]2Oc3ccc(NC(=O)c4ccncc4)cc3C(=O)N([C@H](C)CO)C[C@@H]2C)cc1 | -7% | -3 | nt | -14% | ? | 2% | nt | 1% | 0%

Screening results deposited in PubChem BioAssay by National Center for Advancing Translational Sciences (NCATS).
